Source: PubChem BioAssay
RAD52 anneal inh – inhibitors of human RAD52 DNA annealing. recombinant RAD52 DNA annealing, FRET fluorescence. AID 651710. inhibition, % at 18.7 µM. 360,000 compounds, 0.46% hits. P43351;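 active = every replicate showing at least 50% inhibition; inconclusive = mean inhibition at least 50% but not in every replicate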
Target sequence (P43351 whole entry, looked up): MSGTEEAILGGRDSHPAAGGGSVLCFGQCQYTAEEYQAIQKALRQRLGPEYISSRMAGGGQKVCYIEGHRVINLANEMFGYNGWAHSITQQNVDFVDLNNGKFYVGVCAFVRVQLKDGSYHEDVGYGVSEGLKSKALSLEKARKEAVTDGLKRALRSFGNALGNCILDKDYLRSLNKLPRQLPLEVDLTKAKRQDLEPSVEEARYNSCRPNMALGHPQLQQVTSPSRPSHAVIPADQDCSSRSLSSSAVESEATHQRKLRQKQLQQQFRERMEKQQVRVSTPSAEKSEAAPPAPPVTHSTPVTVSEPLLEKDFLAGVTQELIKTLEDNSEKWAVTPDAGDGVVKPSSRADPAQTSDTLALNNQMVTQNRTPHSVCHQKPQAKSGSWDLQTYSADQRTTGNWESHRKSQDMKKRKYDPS
ERp5 inh – inhibitors of human ERp5 | Q15084 | ERp5 insulin aggregation, absorbance 650 nm, 90 min | inhibition, % at 9.99 µM | 350,000 compounds, 0.05% hits;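 active = mean replicate inhibition above about 25%, with every replicate also reaching it, limit read from the data, passing the limit was not always enough; inconclusive = only one of those two criteria met; inactive = neither criterion met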
XiGFP reactiv – activators of X-chromosome reactivation in mouse fibroblasts | AID 743238 | 360,000 compounds, 0.055% hits | activation, % at 7.58 µM | XiGFP mouse fibroblasts, % GFP-positive cells imaging, 3 d; cells co-treated with 5-aza-dC sensitizer; scaled so ellipticine positive control = 100%;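 active = mean normalized replicate activation at least 10% and every replicate at or above 10%; inconclusive = only one of the two criteria met; inactive = mean below 10% and not all replicates reach 10%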;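 also: 0% = median of on-plate neutral control wells and 100% = ellipticine 6 µM median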
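material = 68-5-11 XiGFP fibroblast line | medium = DMEM plus 5-aza-dC sensitizer | schedule = 3 days compound exposure | benchmarks = positive control ellipticine, 6 µM final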
S100A4 MyoIIA – blocks human S100A4 binding to myosin IIA peptide; inhibition, % at 10.7 µM; P26447; 360,000 compounds, 0.14% hits; AID 652163; S100A4/TAMRA-MyoIIA peptide fluorescence polarization;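 active = mean inhibition of at least 70% across replicates, with every replicate also reaching that level; inconclusive = mean inhibition reaches 70% but some replicates fall short; inactive = mean inhibition below 70%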
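System – human S100A4 monomer protein, biochemical binding assay · Buffer or medium – Calcium-containing HEPES buffer, pH 7.2 · Timing – 5 min between mix addition and reading · Also added – TAMRA-labelled myosin IIA heavy-chain peptide probe, 5 nM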
E-selectin induc – E-selectin induction on HUVECs; HUVEC E-selectin immunofluorescence imaging; normalized: neutral wells 0, TNF-alpha wells 100; P16581; activation, % at 7.58 µM; AID 686992; 260,000 compounds, 0.37% hits;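 active = mean E-selectin-positive cell signal at least 10% of the positive control, reached in at least 60% of replicates, without over 20% cell loss; inconclusive = no rule given, readout overlaps actives, possibly toxicity-flagged; inactive = the rest, including those meeting only one limit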;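 also: in these data hits start at about 27%; measured in HUVEC primary endothelial cells; signal is the percent of cells scored E-selectin positive by PE staining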
Target sequence (P16581 whole entry, looked up): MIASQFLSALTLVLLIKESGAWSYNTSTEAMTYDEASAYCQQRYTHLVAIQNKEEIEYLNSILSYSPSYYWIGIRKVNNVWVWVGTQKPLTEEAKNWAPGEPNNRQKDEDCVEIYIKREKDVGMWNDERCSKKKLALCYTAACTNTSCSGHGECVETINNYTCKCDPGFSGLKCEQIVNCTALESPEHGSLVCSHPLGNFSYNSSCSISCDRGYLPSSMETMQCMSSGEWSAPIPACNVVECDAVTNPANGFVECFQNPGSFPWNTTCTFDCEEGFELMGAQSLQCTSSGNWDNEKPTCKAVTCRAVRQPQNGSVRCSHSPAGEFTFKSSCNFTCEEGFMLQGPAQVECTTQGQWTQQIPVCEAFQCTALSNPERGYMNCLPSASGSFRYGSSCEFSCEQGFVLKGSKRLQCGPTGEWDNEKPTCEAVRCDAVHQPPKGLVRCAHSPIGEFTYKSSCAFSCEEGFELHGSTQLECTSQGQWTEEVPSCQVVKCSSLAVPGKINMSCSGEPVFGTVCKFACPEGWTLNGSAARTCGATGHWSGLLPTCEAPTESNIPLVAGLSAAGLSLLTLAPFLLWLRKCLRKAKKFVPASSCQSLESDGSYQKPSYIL
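Assay system: HUVEC, human umbilical vein endothelial cells / Amount: 3,000 HUVEC/well / Controls: TNF-alpha positive control, DMSO neutral control / Compound dosing: single concentration / Medium: EGM-2 over gelatin coat / Evaluation: percent E-selectin-positive cells / Signal: immunofluorescence imaging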
esBAF inh – blocks esBAF chromatin remodeling in mouse ES cells; Bmi1-luciferase knock-in reporter, 24 h; 100% = twice the neutral-well signal; reporter increase, % at 12.5 µM; 350,000 compounds, 2% hits; AID 602393; in the data active = activation above about 40%; inconclusive = no clear call, values can overlap the other calls;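 also: 0% = median of the plate's neutral control wells and 100% = double that signal; a rise in the Bmi1 reporter signal indicates esBAF inhibition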
RAD54 inh – inhibitors of human RAD54 branch migration. Q92698. RAD54 Holliday junction branch migration, FAM/BHQ fluorescence. inhibition, % at 10.4 µM. 360,000 compounds, 0.14% hits. AID 602329;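 active = mean normalized replicate activity at least 40 and at least half of replicates scoring 40 or more; inconclusive = only one of the two criteria met; inactive = mean below 40 and under half of replicates reaching 40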;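 also: 0% = median of neutral control wells and 100% = median of positive control wells; inhibitors cause a drop in the FAM fluorescence signal; in these data hits start at about 50%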
ERAP1 HTS inh – blocks human ERAP1 aminopeptidase activity. recombinant ERAP1, Leu-AMC fluorescence, 60 min. inhibition, % at 10.7 µM. 340,000 compounds, 0.15% hits;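 active = mean replicate inhibition of at least 30%, or all replicates individually reaching that 30% level; inactive = mean below 30% and not every replicate reaching it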;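 also: 0% = neutral control wells and 100% = L-leucinethiol positive control wells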
* = called active by the depositor; ? = inconclusive; . = not tested or not shown; & = joins results of further samples.

1: CCc1ccc(N=C2NC(=O)/C(=C/c3cc(OC)c(OC)c(OC)c3)S2)cc1
2: Cc1ccc(S(=O)(=O)N(C)C[C@H]2Oc3ccc(NC(=O)CCN4CCOCC4)cc3C(=O)N([C@H](C)CO)C[C@H]2C)cc1
3: COc1ccc(C(=O)O)cc1S(=O)(=O)N(C)C
4: COc1ccc(NC(=S)N2CCN(C/C=C/c3ccccc3)CC2)cc1OC
5: NS(=O)(=O)c1ccc(CCNC(=O)c2ccc([N+](=O)[O-])s2)cc1
6: O=C1/C(=C/c2cccnc2)Cc2ccc(Cl)cc21

compound no.,1,2,3,4,5,6
RAD54 inh,-6,0,1,-5,-10,-4
ERp5 inh,-2,1,8,-9,5,-3
E-selectin induc,.,0.1,.,.,-0.3,0.5
S100A4 MyoIIA,-4,-7,9,2,-21,13
ERAP1 HTS inh,-1,0,1,2,2,-1
XiGFP reactiv,0.0,0.2,0.1,.,0.2,0.1
esBAF inh,-1,6,-6,2,-2,1
RAD52 anneal inh,-13,4,-18,-8,-5,-10

Sorted by number of heavy atoms (low to high): part of the list above
3: COc1ccc(C(=O)O)cc1S(=O)(=O)N(C)C
6: O=C1/C(=C/c2cccnc2)Cc2ccc(Cl)cc21
5: NS(=O)(=O)c1ccc(CCNC(=O)c2ccc([N+](=O)[O-])s2)cc1
4: COc1ccc(NC(=S)N2CCN(C/C=C/c3ccccc3)CC2)cc1OC
2: Cc1ccc(S(=O)(=O)N(C)C[C@H]2Oc3ccc(NC(=O)CCN4CCOCC4)cc3C(=O)N([C@H](C)CO)C[C@H]2C)cc1

compound no.,3,6,5,4,2
RAD54 inh,1,-4,-10,-5,0
ERp5 inh,8,-3,5,-9,1
E-selectin induc,.,0.5,-0.3,.,0.1
S100A4 MyoIIA,9,13,-21,2,-7
ERAP1 HTS inh,1,-1,2,2,0
XiGFP reactiv,0.1,0.1,0.2,.,0.2
esBAF inh,-6,1,-2,2,6
RAD52 anneal inh,-18,-10,-5,-8,4

(list continues)
7: Cc1ccc2cc(C(c3nnnn3C3CCCC3)N(Cc3ccccc3)Cc3ccco3)c(=O)[nH]c2c1 (configuration not stated)
8: CCc1ccc(CN2CCC(Oc3ccc(C(=O)N4CCCCC4)cc3)CC2)cc1
9: CN(C)CC(=O)N[C@H]1CC[C@H](CCNC(=O)C2CCCC2)O[C@@H]1CO
10: COc1ccc(NCC(=O)N/N=C(\C)c2cc3ccccc3o2)cc1
11: CCC(=O)N1[C@@H]2Cn3c(ccc(-c4ccncc4)c3=O)[C@H]1[C@@H](C(=O)NC1Cc3ccccc3C1)[C@@H]2CO
12: O=C(C[C@@H]1C[C@@H]2c3cc(NS(=O)(=O)c4ccccc4)ccc3O[C@@H]2[C@@H](CO)O1)NCC1CC1

compound no.,7,8,9,10,11,12
RAD54 inh,.,-9,-5,.,3,-15
ERp5 inh,-4,-14,-6,-5,1,-3
E-selectin induc,.,0.7,0.4,.,0.1,-0.2
S100A4 MyoIIA,-2,0,4,-1,8,-6
ERAP1 HTS inh,4,0,-3,0,10,11
XiGFP reactiv,.,0.5,-0.6,0.0,0.5,0.4
esBAF inh,.,7,-1,.,0,-2
RAD52 anneal inh,-15,-20,1,-12,18,5

13: O=C(c1cn(-c2ccccc2)nc1-c1ccc(Br)cc1)N1CCOCC1
14: C[C@H]1CN([C@@H](C)CO)C(=O)c2ccccc2-c2ccccc2CO[C@H]1CN(C)S(=O)(=O)c1cn(C)cn1
15: Cc1ccc(C(=O)NCCCNC(=O)COc2ccc(Cl)cc2)cn1
16: CC1CCCCC1NC(=O)c1c(O)nc2ccccn2c1=O (configuration not stated)
17: O=S(=O)(c1ccc(-c2ccccc2)cc1)N1CCN(Cc2ccc(OCCO)cc2)CC1
18: O=c1cnn(Cc2ccc(Cl)c(Cl)c2)c2ccccc12

compound no.,13,14,15,16,17,18
RAD54 inh,-1,1,2,1,-16,2
ERp5 inh,-4,-4,2,-1,3,0
E-selectin induc,-0.2,0.3,.,.,.,0.4
S100A4 MyoIIA,-3,5,-2,-28,8,1
ERAP1 HTS inh,-7,-1,1,1,-2,-4
XiGFP reactiv,0.3,0.4,0.0,0.2,.,0.0
esBAF inh,1,0,0,4,.,12
RAD52 anneal inh,-5,-1,-23,-13,1,-4

19: NC(=O)CC1(c2ccccc2)CCCCC1
20: C[C@H]1CN([C@@H](C)CO)C(=O)c2cc(NS(=O)(=O)c3ccc(F)cc3)ccc2O[C@@H]1CN(C)Cc1ccc(C(=O)Nc2ccccc2N)cc1
21: C[C@@H]1CCCCO[C@@H](CN(C)Cc2ccc(C(F)(F)F)cc2)[C@@H](C)CN([C@H](C)CO)C(=O)c2cc(NC(=O)c3ccccc3)ccc2O1
22: CSc1nc2ccc(NC(=O)CS(=O)(=O)c3ccccc3)cc2s1
23: CC(C)C[C@H]1COc2cccc(N3CCCC3)c2S(=O)(=O)N1
24: O=C(CCCNC(=O)/C(=C/c1ccccc1F)NC(=O)c1ccccc1)OCc1ccccc1

compound no.,19,20,21,22,23,24
RAD54 inh,-1,-2,4,3,.,.
ERp5 inh,0,-1,-11,-2,3,3
E-selectin induc,0.4,.,0.1,0.1,0.2,.
S100A4 MyoIIA,2,4,-3,-11,2,-1
ERAP1 HTS inh,0,1,1,-9,1,1
XiGFP reactiv,0.0,-0.4,3.4,0.1,-0.1,0.0
esBAF inh,0,-4,2,29,.,.
RAD52 anneal inh,-11,-21,-14,-2,-13,0

25: CCOC(=O)C(Oc1ccc2c(-c3ccccc3)cc(=O)oc2c1)c1ccccc1 (configuration not stated)
26: CC(Sc1nnc(-c2cccnc2)o1)C(=O)NC1CCCC1 (configuration not stated)
27: CCC(C(=O)NCc1ccccn1)n1c2ccccc2c2nc(=O)cc(C)n21 (configuration not stated)
28: Cc1ccc(S(=O)(=O)Nc2ccccc2N2CCCCC2)cc1
29: CC(C)=CC(O)C/C(C)=C/COc1ccc2ccc(=O)oc2c1 (configuration not stated)
30: COc1cccc(OC)c1C(=O)Nc1ccc2c(c1)N(S(=O)(=O)c1cccs1)CCC2

compound no.,25,26,27,28,29,30
RAD54 inh,8,9,-9,3,7,-11
ERp5 inh,7,4,-4,-13,-3,-3
E-selectin induc,-1.2,.,.,.,.,.
S100A4 MyoIIA,4,-6,-3,8,1,-6
ERAP1 HTS inh,2,-2,1,-9,17,-3
XiGFP reactiv,-0.1,0.0,0.1,0.2,.,0.4
esBAF inh,.,8,9,1,9,-1
RAD52 anneal inh,-16,-7,-8,1,-5,-47

31: Cc1ccc([C@H]2C(C(=O)O)=CCN2S(=O)(=O)c2ccc(C)cc2)cc1
32: COc1ccc2nc(SCC(=O)Nc3cc(OC)c(OC)cc3C(=O)O)c(C)cc2c1
33: CC(=O)N(C)C[C@H]1Oc2cc(Br)ccc2S(=O)(=O)N([C@H](C)CO)C[C@@H]1C
34: COc1cccc(NC(=O)COC(=O)CC2CC3CCC2C3)c1 (configuration not stated)
35: CCN(CC)S(=O)(=O)c1ccc(OC)c(NC(=O)c2cccc(C)c2[N+](=O)[O-])c1
36: COc1ccc(C2=Nn3c(nnc3-c3ccccc3OC)SC2)cc1OC1CCOC1 (configuration not stated)

compound no.,31,32,33,34,35,36
RAD54 inh,.,3,-8&2&6,-4,-6,-2
ERp5 inh,0,4,-6&0&0,6,9,0
E-selectin induc,7.0,-0.1,-0.2&-0.7,-0.2,0.4,0.0
S100A4 MyoIIA,-2,0,4&0&5,-6,-2,0
ERAP1 HTS inh,.,7,-1&-1&1,1,-5,.
XiGFP reactiv,0.0,0.0,0.1&-0.5,0.0,0.0,1.3
esBAF inh,.,8,-5&0&1,-1,2,-6
RAD52 anneal inh,-5,-14,8&2&1,-11,-13,-13

37: COc1ccc(CN(C)C[C@@H]2Oc3ccc(NS(=O)(=O)c4cn(C)cn4)cc3C(=O)N([C@H](C)CO)C[C@@H]2C)cc1
38: CCc1nnc(NC(=O)CSc2ncc(-c3ccccc3)[nH]2)s1
39: O=C(NCC[C@H]1CC[C@H](NS(=O)(=O)c2cccc(F)c2)[C@H](CO)O1)C1CCCCC1
40: COc1ccc(C)cc1N(CC(=O)Nc1ccc(S(=O)(=O)N2CCCC2)cc1)S(C)(=O)=O
41: CCCN1C(=O)c2ccc(C(=O)Nc3ccccc3C(=O)O)cc2C1=O
42: O=C(Nc1cccnc1)C1CCCN1S(=O)(=O)c1ccc(Cl)c(Cl)c1 (configuration not stated)

compound no.,37,38,39,40,41,42
RAD54 inh,6,-10,0,-7,-27,4
ERp5 inh,-1,4,-1,5,0,-6
E-selectin induc,-4.1,.,-0.1,-0.1,0.1,.
S100A4 MyoIIA,5,1,-3,0,-6,10
ERAP1 HTS inh,-1,1,-1,3,-3,-9
XiGFP reactiv,-1.5,.,0.0,-0.1,0.0,.
esBAF inh,2,11,4,0,?,5
RAD52 anneal inh,-2,-11,-5,-1,-7,-1

Three compounds already listed, arranged by the value under RAD52 anneal inh, lowest first.
item	SMILES	RAD52 anneal inh
25	CCOC(=O)C(Oc1ccc2c(-c3ccccc3)cc(=O)oc2c1)c1ccccc1 (configuration not stated)	-16
12	O=C(C[C@@H]1C[C@@H]2c3cc(NS(=O)(=O)c4ccccc4)ccc3O[C@@H]2[C@@H](CO)O1)NCC1CC1	5
11	CCC(=O)N1[C@@H]2Cn3c(ccc(-c4ccncc4)c3=O)[C@H]1[C@@H](C(=O)NC1Cc3ccccc3C1)[C@@H]2CO	18

Following part:
43: COc1cc(Cn2c(-c3ccc(O)c(OC)c3)nc3ccccc32)ccc1O
44: CCCc1nnc(NC(=O)C(=O)NCCN(CC)CC)s1
45: CC1(C)CC(=O)C(=CN2CCN(C(=O)c3ccco3)CC2)C(=O)C1
46: CCCN1[C@@H]2c3ccc(-c4cccnc4)c(=O)n3C[C@@H]2[C@@H](CO)[C@@H]1C(=O)NC1CCC1
47: C[C@H](CO)N1C[C@H](C)[C@H](CN(C)C(=O)c2ccccc2)Oc2cc(-c3cccc(C#N)c3)ccc2S1(=O)=O
48: Cc1[nH]c2ccccc2c1C(=O)CSc1cccc[n+]1[O-]

compound no.,43,44,45,46,47,48
RAD54 inh,.,.,.,-3,6,-2
ERp5 inh,12,.,-2,7,1,-4
E-selectin induc,.,.,.,-0.1,-0.2,4.8
S100A4 MyoIIA,25,4,3,3,2,4
ERAP1 HTS inh,-4,1,-4,-2,2,-2
XiGFP reactiv,-0.1,0.1,.,0.5,0.1,-0.1
esBAF inh,5,.,.,-3,0,-2
RAD52 anneal inh,-11,-10,7,0,-6,-5
